b-catenin transl: modulators of beta-catenin nuclear translocation; HeLa beta-catenin nuclear translocation, immunofluorescence imaging; nuclear translocation activity, % at 5 µM; hit rate 0.3% among 190,000;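 active means nuclear translocation activity above 50% at 5 µM, with a well cell count of 50 or more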;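 further: per-cell ratio of nuclear to cytoplasmic median beta-catenin stain intensity; plate controls were DMSO negative control for no effect and GSK-3 inhibitor IX positive control for full effect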
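Technique: fluorescence imaging of beta-catenin antibody stain plus DAPI / Material: human HeLa cell line / Incubation: compound treatment 24 h, 37°C, 5% CO2 / Read-out basis: % activation of per-cell nuclear versus cytoplasmic median beta-catenin signal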
Lipid droplet: hepatic lipid droplet formation modulation; inhibition, % at 6.5 µM; AML12 mouse hepatocytes, oleate lipid droplets, BODIPY imaging; hit rate 0.4% among 240,000;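 active means lipid droplet intensity inhibited by at least 50%, with more than 500 cells counted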
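Material: mouse AML12 hepatocyte cell line, fixed after treatment; Timing: compound with oleate, overnight; Technique: high-content imaging of BODIPY-stained droplets and DAPI nuclei; Probe or stimulus: oleate, 100 µM final; Dosing: compound at 6.5 µM only.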
ER stress rescue: protection against thapsigargin-triggered cell killing – 384-well, CSM14.1, ATP luminescence, primary screen (AID 1222); cellular ATP content (survival), % at 20 µM; hits with a dose series show EC50 in µM; CSM14.1 thapsigargin-induced death rescue, ATP luminescence; higher % means a stronger effect; 190,000 tested, under 10 active;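 active means EC50 below 50 µM in the dose-response confirmation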;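 further: death triggered by thapsigargin at about 15 µM added after 2 h compound pretreatment; cell ATP read after overnight thapsigargin exposure of roughly 18 to 22 hours; normalized against plate controls of thapsigargin alone and 5% DMSO vehicle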
Insulin prom up: MIN6 insulin promoter up-regulation. MIN6 insulin promoter-GFP reporter, high-content imaging; active compounds read high. z-score at 5 µM. hit rate 0.3% among 190,000;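 active means z-score above 3 at 5 µM with at least 500 cells counted in the well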
PhoP inhibition: PhoP-dependent GFP reporter repression – Salmonella Typhimurium, primary screen (AID 1863). S. Typhimurium PhoP-regulated promoter GFP reporter, 4 h; higher % means a stronger effect. one-dose inhibition, % at 50 µM; IC50 in µM for titrated hits. hit rate 0.16% among 300,000;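 active means inhibition over 29.93%, a cutoff 3 SD above the screen mean, later confirmed by dose response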;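 further: 0% = low Mg2+ inducing control and 100% = high Mg2+ repressing control; strong numbers were not always called active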
MT stabilizer: microtubule stabilizers in HeLa cells | HeLa tubulin immunostaining HCS, 24 h; share of cells brighter than vehicle mean+2SD | % tubulin-high responders, % at 10 µM | hit rate 0.83% among 200,000 | AID 2205;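 active means plate Z-score above 3 for both tubulin-high and condensed-nucleus cell shares, with cell loss under 80%, at 10 µM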;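 further: anti alpha tubulin signal scored within the nucleus-defined area of each cell; some results filed as inactive read as strong as hits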
Dynein transport: blocks dynein driven cargo transport along microtubules | 3617.4 mouse cells, GR-EGFP nuclear translocation imaging; test concentration mostly 20 µM; stimulated with dexamethasone, 1 µM; active compounds read low | z-score, hits read low | hit rate 0.47% among 220,000 | AID 1381;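 active means plate z-score of nuclear minus cytoplasmic receptor signal below a set negative limit, without overly bright fluorescence or cell loss, cut at about -3.5 in these data, passing the limit was not always enough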;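 further: z-score of nuclear minus cytoplasmic ring GR-EGFP intensity difference per well; some compounds called inactive have numbers as strong as hits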
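Also added – dexamethasone, 1.0 µM final · Buffer or medium – tet-free, stripped-serum medium · Schedule – induction 48 h, compound 1 h, agonist 30 min · Detection – formaldehyde fixation, Hoechst nuclear stain, 10x automated fluorescence imaging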
T cell modulator: modulates CD8 T cell binding to vesicles. 2C CD8+ T cell-vesicle binding, flow cytometry; active compounds read low. calls only at 7 µM. hit rate 0.068% among 330,000. AID 2052;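 active means response, share of CD8 T cells binding vesicles, and their 90th percentile fluorescence all below set limits, cut at about 80% in these data, passing the limit was not always enough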
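Material: murine 2C transgenic CD8+ T lymphocytes / Also added: QL9-peptide-loaded Drosophila micro-vesicles bearing Ld, ICAM-1 and B7-1 / Schedule: binding step 1.5 h, 37 °C, antibody labelling 20 min, ice / Signal: flow cytometry, PE anti-B7-1 (FL2) versus Alexa647 anti-CD8 (FL8), PFA-fixed / Evaluation: percent CD8+ FL2 mean versus row control / Benchmarks: naked versus QL9-loaded vesicles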
Autophagy mod: alters autophagy in cells; MEF GFP-LC3 puncta imaging; test concentration mostly 10 µM; calls only at 10 µM (by protocol); hit rate 0.98% among 190,000; AID 463193;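 active means percentage of spot-positive cells more than 3 SD above its plate mean, without a fluorescence outlier flag or 80% toxicity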;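 further: spot-positive cell cutoff set from DMSO-treated cells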
Dynein transport cytoplasmic EGFP: recorded beside Dynein transport, whose call it bears; z-score; measured here: cytoplasmic GR-EGFP intensity; active compounds read high
Dynein transport nuclear GR-EGFP: also measured in Dynein transport; calls as there; z-score; measured here: nuclear GR-EGFP intensity;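 lower value marks the stronger effect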
Dynein transport cell count: further read-out of Dynein transport, marked with its call; z-score; measured here: cell count per field
Insulin prom up cell count: recorded beside Insulin prom up, whose call it bears; cell count; measured here: cytotoxicity, nuclei count;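 total cells summed across four imaged fields per well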
Lipid droplet cells 6.5 µM: further read-out of Lipid droplet, marked with its call; cell count; measured here: cell count, cytotoxicity flag;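 cells counted across two imaged fields per well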
b-catenin transl cell count 5 µM: also measured in b-catenin transl; calls as there; cell count; measured here: cell count, cytotoxicity flag
T cell modulator vesicle-bound %: second read-out of T cell modulator, no call of its own (marks repeat the call); double positive events, %; measured here: CD8+ vesicle-bound cell fraction;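 binding gate set so that unloaded-vesicle control wells show 10% double positive cells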
MT stabilizer Hoechst-high %: second read-out of MT stabilizer, no call of its own (marks repeat the call); % Hoechst-high responders; measured here: nuclear condensation Hoechst responders;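 share of cells brighter than vehicle mean plus two SD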
MT stabilizer cytotoxicity %: second read-out of MT stabilizer, no call of its own (marks repeat the call); toxicity, %; measured here: cytotoxicity by cell density;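 0% = mean cell density of plate MIN control wells and 100% = no cells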
Autophagy mod cell loss 18 h: also measured in Autophagy mod; calls as there; toxicity, %; measured here: cell loss, nuclei count;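 cell loss after 18 h compound exposure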
An asterisk follows results filed as active; i = inactive; x = no result given; + = active, no number.

SMILES	b-catenin transl	b-catenin transl cell count 5 µM	Lipid droplet	Lipid droplet cells 6.5 µM	ER stress rescue	Insulin prom up	Insulin prom up cell count	PhoP inhibition	MT stabilizer	MT stabilizer Hoechst-high %	MT stabilizer cytotoxicity %	Dynein transport	Dynein transport cytoplasmic EGFP	Dynein transport nuclear GR-EGFP	Dynein transport cell count	T cell modulator	T cell modulator vesicle-bound %	Autophagy mod	Autophagy mod cell loss 18 h
Cc1ccc(S(=O)(=O)Cc2ccc(C(=O)NCc3cccs3)o2)cc1	x	x	x	x	-1.6%	2.51	928	4.3%	3.7	2.9	5.1	-0.258	-0.222	-0.138	0.369	i	6.0	i	3.2
CCN(CC)CCN1C(=O)C(O)=C(C(=O)c2ccc(C)o2)C1c1ccccn1 (stereo unspecified)	x	x	x	x	x	x	x	x	3.1	3.0	5.7	-0.116	-0.175	0.265	-1.19	i	8.2	+	21.7*
Cc1c(N(C(=O)Nc2ccccc2)C2=NCC(C)S2)c(=O)n(-c2ccccc2)n1C (stereo unspecified)	-3.0	1141	x	x	-0.8%	0.44	1289	-0.5%	5.6	3.6	7.1	-0.552	-0.292	-0.215	0.302	i	44.5	i	-3.2
S=c1[nH]nc(-c2cccs2)n1/N=C/c1cn(-c2ccccc2)nc1-c1ccc(Cl)cc1	-0.7	1345	18.7	756	x	-0.14	941	-2.4%	x	x	x	0.413	-0.233	0.649	-0.275	i	49.8	x	x
Cc1nc2sc(C(c3ccc(Cl)cc3)N3CCN(C(=O)c4ccco4)CC3)c(O)n2n1 (stereo unspecified)	-2.3	937	x	x	0.1%	-0.44	1411	-0.8%	3.7	2.3	6.6	-0.775	-0.204	-0.0303	0.0796	i	42.8	i	-6.0
CC(=O)c1c(N2CCOCC2)nc2ccc(Cl)cc2c1-c1ccccc1	-0.3	1313	-8.8	715	x	-0.62	980	-3.4%	x	x	x	0.541	-0.298	0.263	-0.167	i	44.8	x	x
CN(C(=O)CSc1nnc(-c2c[nH]c3ccccc23)o1)C1CCS(=O)(=O)C1 (stereo unspecified)	-2.4	1024	3.0	679	-0.7%	0.11	1375	0.8%	7.2	4.0	5.2	-0.395	-0.38	-0.731	1.24	i	63.2	i	0.1
Cc1ccc(N=C(N)N=C(N)N)c(C)c1	-1.5	1314	-0.2	649	x	-0.35	928	-12.0%	x	x	x	-0.338	-0.122	0.274	0.219	i	8.8	x	x
Cc1cc(C)cc(COn2ccnc2)c1	-2.0	1120	-3.2	717	0.2%	1.78	1223	-8.7%	1.0	1.8	9.3	-0.71	-0.141	-0.0628	0.0173	i	55.1	i	-4.8
Cc1ccccc1C1NC(c2ccccc2C)C([N+](=O)[O-])C(C)(C)C1[N+](=O)[O-] (stereo unspecified)	0.3	1293	-10.2	746	x	-0.92	1068	-13.1%	x	x	x	0.471	0.0685	0.153	0.228	i	13.8	x	x
CSc1cccc(NC(=S)N2CCC(N(C)C(C)C)CC2)c1	0.0	932	-1.3	676	-1.0%	0.16	1106	-1.6%	3.8	4.4	9.9	-0.0778	-0.213	0.244	0.0204	i	33.8	i	-7.7
COc1ccc(/C=C(\C#N)C(=O)Nc2cccnc2)cc1	-2.4	1203	-6.5	643	-2.6%	0.33	1621	-12.7%	3.3	3.3	2.6	-0.622	-0.239	-0.107	-0.145	i	50.8	i	-0.4
O=C(Nc1ccc(Cl)cn1)C1CCCN1S(=O)(=O)c1ccccc1 (stereo unspecified)	-1.3	984	x	x	0.8%	-0.25	1528	6.5%	3.2	1.8	3.2	-0.315	-0.303	-0.0911	-0.462	i	47.9	i	-42.4
CCc1nnc(NC(=O)COc2ccc([N+](=O)[O-])cc2)s1	-0.7	1085	-1.4	633	-1.6%	-0.16	1224	2.7%	3.8	3.7	3.5	0.902	-0.351	0.968	-0.385	i	61.5	i	-1.8
Cc1ccccc1S(=O)(=O)Cc1ccc(C(=O)N2CCN(c3cccc(C)c3C)CC2)o1	6.7	868	-3.5	660	-2.6%	-0.16	1771	-7.5%	8.0	24.5	31.9	0.0718	-0.0855	0.248	-0.56	i	50.4	i	10.5
COC(=O)N1CCN(c2ccc(C(C)=O)cc2)CC1	1.2	1059	12.2	797	5.9%	-0.32	1221	11.8%	2.9	2.0	4.9	-0.31	-0.29	-0.296	1.71	x	x	i	6.4
CC(C)(C)NC(=O)/C(=C\c1ccc(Br)cc1)NC(=O)c1cccs1	-3.2	1345	x	x	-0.5%	0.52	1594	-11.8%	2.6	1.2	7.3	0.899	-0.202	0.793	-0.586	i	43.4	i	17.1
COc1ccccc1NS(=O)(=O)c1cc(Cl)ccc1OC	0.4	1167	x	x	-0.7%	-0.54	1329	7.5%	2.0	1.7	0.4	0.186	-0.106	0.371	-0.187	i	37.5	i	-1.5
COCCn1c(=NC(=O)CSCC(=O)NC2CCCCC2)sc2cc(OC)ccc21	-0.8	976	x	x	1.6%	-1.53	1280	-15.1%	4.3	1.7	5.9	-0.264	-0.168	0.191	0.107	i	15.5	i	-2.2
Cc1ccc(C)c(NC(=S)NCCc2ccc(S(N)(=O)=O)cc2)c1	x	x	x	x	x	x	x	x	1.7	1.6	7.9	0.31	-0.194	0.726	0.79	i	26.6	i	-48.1
O=C(CSc1nc(-c2ccco2)cc(C(F)(F)F)n1)N1CCN(Cc2ccccc2)CC1	-3.3	1175	x	x	2.3%	0.56	900	2.4%	2.7	2.6	10.5	0.534	-0.15	0.368	-0.332	i	35.1	i	14.6
CC(=O)N1CCn2c3c(c(=O)c4cc(C)ccc42)CCC31 (stereo unspecified)	-4.8	1186	2.7	693	-2.7%	0.08	1196	0.8%	3.0	3.4	3.3	-0.992	0.118	0.159	0.777	i	23.8	i	-3.9
Cc1ccc(N(C(=O)C2CCC(=O)N2)C2(C(=O)NC3CCCCC3)CCCCC2)cc1 (stereo unspecified)	-0.5	1417	x	x	1.3%	-0.09	1504	-3.5%	3.3	2.4	12.1	0.0167	-0.161	0.158	-0.0369	i	31.7	i	-1.6
Cc1cccc2nc(-c3cccc(NC(=O)Cc4ccccc4)c3)cn12	2.8	550	-6.5	712	0.3%	-0.5	1188	-18.0%	3.2	3.0	6.7	0.174	-0.316	-0.168	0.0581	i	40.8	i	-4.4
COc1ccccc1OCC(=O)OCC(=O)Nc1sccc1C(N)=O	x	x	-4.0	584	1.7%	-0.14	1332	3.5%	2.2	3.2	4.0	0.0841	0.000557	-0.347	0.396	i	38.2	i	8.9
O=S(=O)(c1ccccc1)N1C2CCC1CC(O)(c1cccnc1)C2 (stereo unspecified)	-1.6	1151	-5.4	727	-0.5%	0.95	696	-3.4%	4.8	2.3	3.2	-0.482	-0.218	-0.00199	-0.0235	i	57.2	i	26.2
CCOc1ccc(N2C(=O)c3cccnc3C2Nc2ccc(C)c(C)c2)cc1 (stereo unspecified)	x	x	-7.8	696	-0.2%	-0.82	915	-0.2%	1.5	1.6	12.7	-0.604	-0.367	-0.49	0.865	i	47.2	i	7.4
CCCCc1nc2sc3c(SCC(=O)NCc4ccco4)ncnc3c2c2c1CCC2	17.0	1065	x	x	-0.1%	0.3	1435	1.8%	33.0*	7.4*	42.1*	-0.724	0.372	-0.491	-0.648	i	23.3	i	1.2
Cc1nnc(SCCn2c(N3CCC(Cc4ccccc4)CC3)nc3c2c(=O)[nH]c(=O)n3C)s1	-1.0	1333	-3.2	716	x	-0.41	955	-4.8%	x	x	x	-0.842	-0.253	-0.00204	0.183	i	21.3	x	x
Nc1cccc2nsnc12	2.1	1284	-3.2	732	x	0.17	1200	-14.7%	x	x	x	-1.76	-0.141	-0.931	0.344	i	25.9	x	x
COC(=O)c1cccc(N2C(=O)c3cccnc3C2=O)c1	-3.9	978	x	x	0.5%	x	x	3.6%	3.8	3.4	3.6	0.895	-0.269	1.22	-1.04	i	38.6	i	-2.0
COc1ccc(OC)c(-n2c(-c3cc(-c4ccccc4)n[nH]3)n[nH]c2=S)c1	-2.2	1014	3.5	614	-0.5%	-0.1	1421	7.2%	3.5	2.3	1.4	1.37	-0.291	0.68	-0.901	i	45.0	i	8.9
